# Screening results as filed in PubChem BioAssay.
# D1 PAM = enhances dopamine response at the human D1 receptor. actives 0.036% (n = 360,000). HEK293 TREx D1 cells, calcium flux, dopamine EC20 potentiation. P21728. potentiation, % at 10 µM; in the data active = potentiation above about 30%; note: 0% is about no effect
# Target sequence (P21728 whole entry, looked up): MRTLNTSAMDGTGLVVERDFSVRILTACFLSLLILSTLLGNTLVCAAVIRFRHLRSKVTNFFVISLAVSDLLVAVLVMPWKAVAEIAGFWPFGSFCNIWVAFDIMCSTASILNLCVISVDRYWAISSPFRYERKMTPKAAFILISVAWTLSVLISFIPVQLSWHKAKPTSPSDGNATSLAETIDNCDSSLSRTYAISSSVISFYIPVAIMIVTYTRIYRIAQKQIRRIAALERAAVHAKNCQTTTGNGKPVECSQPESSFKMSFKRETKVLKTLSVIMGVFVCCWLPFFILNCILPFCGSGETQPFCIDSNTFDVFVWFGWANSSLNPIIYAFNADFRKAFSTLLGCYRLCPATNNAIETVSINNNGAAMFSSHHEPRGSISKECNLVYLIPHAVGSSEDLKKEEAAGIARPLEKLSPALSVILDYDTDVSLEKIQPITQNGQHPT
# RXFP1 antagonist = antagonists of human relaxin receptor RXFP1; HEK293-RXFP1, relaxin-stimulated cAMP HTRF, 30 min; hits give low values; activity change, negative = inhibition, % at 57.5 µM; actives 0.59% (n = 350,000);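 active = activity change of -60% or lower, but not beyond a set lower limit; inconclusive = change between -60% and -40%, or beyond the set limit; inactive = change above -40%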; note: % is set by controls: 0 for no effect and ±100 for the full control effect
# Vif-APOBEC3F blk = blocks the Vif interaction with APOBEC3F; actives 0.2% (n = 390,000); HeLa A3F-eYFP + Vif (tagged APOBEC3F with the HIV-1 protein that degrades it), YFP fluorescence increase; Potency, µM (highest dose often 46.1 µM), inactives show at the top dose activity, negative = active; note: potency is the fitted concentration of half-maximal effect; % of control where 0% means no effect; nearly all actives have a fitted effect of over 65% in size
#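 Fluorescence increase (Ex 488/Em 500-530) after overnight compound treatment at 37 deg C flags inhibition of Vif-driven A3F-eYFP loss in stable HeLa A3F-eYFP/Vif cells seeded overnight beforehand.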
# Vif-A3G inh = blocks the Vif interaction with human APOBEC3G. Potency, µM (highest dose often 46.1 µM), for inactives: top-dose activity, negative = active, actives largely listed as inhibitors. Q9HC16. AID 602310. actives 0.076% (n = 410,000). HeLa A3G-eYFP + Vif (tagged APOBEC3G with the HIV-1 protein that degrades it), YFP fluorescence, overnight;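 note: potency is the fitted concentration of half-maximal effect; % is set by controls: 0 for no effect and ±100 for the full control effect; nearly all actives have a fitted effect of over 60% in size; hits raise eYFP signal because A3G escapes Vif-driven loss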
#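 HeLa cells stably expressing Vif and C-terminally eYFP-tagged A3G, seeded overnight at 37 deg C, then exposed to compound by pintool overnight at 37 deg C. Rise in yellow fluorescence (Ex 488/Em 500-530, Acumen) marks blocked Vif-driven A3G degradation.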
# D1 antagonist = blocks dopamine activation of the human D1 receptor | P21728 | HEK293 TREx D1 cells, calcium flux, dopamine EC80; hits give low values | activity change, negative = inhibition, % at 10 µM | actives 3.2% (n = 360,000) | AID 504652; in the data active = activity change below about -30%; note: % is set by controls: 0 for no effect and ±100 for the full control effect
#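 Using tetracycline-induced force-coupled D1 Hek293 cells and a calcium dye, signals were followed for 180 s after compound, then for 180 s after EC80 dopamine, to detect inhibitors.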
# D1 agonist = agonists of human D1 dopamine receptor; P21728; HEK293 T-REx D1 cells, calcium flux, agonist mode; activation, % at 2 µM; actives 1% (n = 360,000); AID 504660; in the data active = activation above about 30%; note: 0% is about no effect
#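 Inducible HEK293 T-REx D1 cells, force-coupled to calcium signalling, were plated at 4000 cells/well with tetracycline and held overnight at 30 C. After no-wash calcium dye loading, compound-evoked calcium rise over 180 s flagged agonists.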
# D2 PAM = D2 dopamine receptor (human) potentiation | P14416 | HEK293 T-REx D2, calcium flux, EC20 dopamine potentiation | potentiation, % at 10 µM | actives 0.34% (n = 340,000) | AID 485347;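 active = potentiation over 3 SD above the plate norm, cut at about 30% in these data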; note: 0% is about no effect
# Target sequence (P14416 whole entry, looked up): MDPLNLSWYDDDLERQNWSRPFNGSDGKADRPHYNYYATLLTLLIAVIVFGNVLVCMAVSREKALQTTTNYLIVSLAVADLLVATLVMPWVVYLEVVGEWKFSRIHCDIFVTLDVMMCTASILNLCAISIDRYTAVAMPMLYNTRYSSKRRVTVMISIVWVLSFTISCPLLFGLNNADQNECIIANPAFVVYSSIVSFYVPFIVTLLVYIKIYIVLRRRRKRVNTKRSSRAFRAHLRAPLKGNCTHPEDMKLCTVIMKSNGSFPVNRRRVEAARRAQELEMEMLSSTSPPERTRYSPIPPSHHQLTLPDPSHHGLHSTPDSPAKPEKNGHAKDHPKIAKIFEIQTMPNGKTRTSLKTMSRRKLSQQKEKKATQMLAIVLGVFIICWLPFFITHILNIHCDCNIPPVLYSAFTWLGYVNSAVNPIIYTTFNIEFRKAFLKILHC
#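 Cells plated with tetracycline inducer and held overnight at 30 C; calcium dye loaded 30–90 min at room temperature; baseline taken, compound added and read 180 s; EC20 dopamine then added and read 180 s.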
# RXFP1 ag = agonists of human relaxin receptor RXFP1. HEK293T-RXFP1 cAMP TR-FRET, 30 min; response scale: percent of porcine relaxin response, buffer zero. Potency, µM (doses to about 57.5 µM), without a hit: at the top dose activation, hits mostly activators. actives 0.3% (n = 370,000). AID 2676; note: potency is the fitted concentration of half-maximal effect; % is set by controls: 0 for no effect and ±100 for the full control effect; nearly all actives have a fitted effect of over 60% in size; many of its hits are not listed in these tables
#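 cAMP rise read by TR-FRET after 30 min, 37C compound exposure (up to 58 uM) in RXFP1-transfected HEK293 cells with Ro 20174 present. EC50 from Hill-equation fits, with 29 nM porcine relaxin as 100% and buffer as basal.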
# GRP78 ERSR act = inducers of ER stress response in human glioma cells. Potency, µM, for inactives: top-dose activation, usual class: activators. AID 602332. actives 0.02% (n = 420,000). U87-MG GRP78 promoter luciferase reporter, 16 h; note: potency is the fitted concentration of half-maximal effect; series mostly up to about 76 µM; % of control where 0% means no effect; nearly all actives have a fitted effect of over 35% in size
#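 Stably transfected U87-MG human glioma cells carrying a GRP78-based luminescent sensor were seeded at 1000 cells/well, pin-dosed with compounds and incubated 16 h. Luciferase reagent was then added, and end-point luminescence was read after 10 min at room temperature.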
# An asterisk follows results filed as active; u = inconclusive; x = no result given. Unless noted, calls come from the whole dose curve; as a rule, active = well fitted curve in the direction sought with a large enough effect; inconclusive = small, poorly fitted or top-dose-only effect, or another doubt; inactive = no such curve, though single readings can be large; an effect the other way counts as inactive or inconclusive. Not all compounds are listed; count on the stated rates, not on these rows.
SMILES,D1 PAM,RXFP1 antagonist,Vif-APOBEC3F blk,Vif-A3G inh,D1 antagonist,D1 agonist,D2 PAM,RXFP1 ag,GRP78 ERSR act
N#Cc1nc(COc2ccc(Br)cc2)oc1N1CCN(Cc2ccccc2)CC1,-6,11,0%,-8%,-9,9,-2,0.5%,7%
COC1=NS(=O)(=O)c2ccccc21,-7,3,-4%,-1%,7,3,1,0.3%,-5%
O=C(Cn1cnc2sc(-c3ccccc3)cc2c1=O)NCc1ccco1,-4,-9,0%,u,-4,2,-6,0.4%,4%
O=C(c1cc(-c2ccco2)on1)N1CCc2ccccc2C1,-5,1,-12%,-2%,6,-1,6,1.5%,6%
CCCS(=O)(=O)N1CCN(C(=O)c2cccc(OC)c2)CC1,1,16,-1%,2%,-22,1,-7,-2.3%,-2%
CC(C)(C)C(=O)NC(NC(=S)Nc1sc2c(c1C#N)CCCC2)C(Cl)(Cl)Cl (stereo not given),-2,-19,4%,-7%,-28,15,-4,2.1%,-6%
CC(=O)N1N=C(c2ccc(C)c([N+](=O)[O-])c2)OC1(C)C,-12,-1,-5%,-1%,17,2,6,-0.1%,-2%
O=C(COC(=O)c1cc(S(=O)(=O)N2CCCCC2)ccc1Cl)NCc1ccco1,-5,-4,-4%,2%,12,3,11,0.4%,-3%
Cc1nc(SCC(=O)Nc2nccs2)c(C#N)c(C)c1C,x,-2,1%,1%,-9,11,5,-0.5%,-10%
NC(=O)c1ccc(NC(=O)c2ccccc2S(=O)(=O)c2ccccc2[N+](=O)[O-])cc1,-7,-8,3%,1%,-28,5,-4,-0.8%,-5%
COc1ccc(NC(=O)C2(c3cccs3)CCOCC2)cc1Cl,-3,x,-21%,0%,x,1,-6,3.8%,-3%
CN(C)S(=O)(=O)N1CCN(S(=O)(=O)c2ccc(F)cc2)CC1,-2,-5,-1%,3%,3,5,-6,2.2%,-2%
CC1CCC2(CC1)NC(=O)N(CC(=O)Nc1ccc3c(c1)OCCCO3)C2=O (stereo not given),-3,-1,1%,-1%,-25,0,-19,0.4%,-2%
O=C(Cn1c2ccc(F)cc2c2nc3n(c(=O)c21)CCS3)N1CCCC1,x,14,0%,-1%,-5,5,2,19%,-3%
O=C(Nc1ccc2c(c1)OCCO2)C1CC(c2ccc(F)cc2)=NO1 (stereo not given),2,-4,1%,1%,-3,4,10,3.8%,-6%
COc1cccc(CNC(=O)c2nn(C)c3c2CS(=O)(=O)c2ccccc2-3)c1,-3,-2,-1%,-3%,7,2,-4,-0.8%,-2%
COc1ccc(NC(=O)c2c(-c3ccc(C)cc3)nnc3ccccc23)cc1OC,0,-4,5%,-7%,11,1,-4,-0.1%,3%
CC1CC(C)CN(C(=O)C2CCN(C(=O)Nc3ccccc3)CC2)C1 (stereo not given),-7,5,-4%,-4%,8,1,5,2.4%,0%
C[C@H](CO)N1C[C@H](C)[C@@H](CN(C)C(=O)C2CCCCC2)OCc2cnnn2CCCC1=O,x,-6,-6%,0%,x,x,x,x,-2%
CN(Cc1ccccc1)C(=S)NC(=O)c1ccccc1,3,-1,u,-2%,9,5,-5,1.2%,-6%

# Among those listed so far, these contain a halogen:
SMILES,D1 PAM,RXFP1 antagonist,Vif-APOBEC3F blk,Vif-A3G inh,D1 antagonist,D1 agonist,D2 PAM,RXFP1 ag,GRP78 ERSR act
N#Cc1nc(COc2ccc(Br)cc2)oc1N1CCN(Cc2ccccc2)CC1,-6,11,0%,-8%,-9,9,-2,0.5%,7%
CC(C)(C)C(=O)NC(NC(=S)Nc1sc2c(c1C#N)CCCC2)C(Cl)(Cl)Cl (stereo not given),-2,-19,4%,-7%,-28,15,-4,2.1%,-6%
O=C(COC(=O)c1cc(S(=O)(=O)N2CCCCC2)ccc1Cl)NCc1ccco1,-5,-4,-4%,2%,12,3,11,0.4%,-3%
COc1ccc(NC(=O)C2(c3cccs3)CCOCC2)cc1Cl,-3,x,-21%,0%,x,1,-6,3.8%,-3%
CN(C)S(=O)(=O)N1CCN(S(=O)(=O)c2ccc(F)cc2)CC1,-2,-5,-1%,3%,3,5,-6,2.2%,-2%
O=C(Cn1c2ccc(F)cc2c2nc3n(c(=O)c21)CCS3)N1CCCC1,x,14,0%,-1%,-5,5,2,19%,-3%
O=C(Nc1ccc2c(c1)OCCO2)C1CC(c2ccc(F)cc2)=NO1 (stereo not given),2,-4,1%,1%,-3,4,10,3.8%,-6%

# Carrying on.
SMILES,D1 PAM,RXFP1 antagonist,Vif-APOBEC3F blk,Vif-A3G inh,D1 antagonist,D1 agonist,D2 PAM,RXFP1 ag,GRP78 ERSR act
CCOC(=O)C1(Cc2ccc(Cl)cc2)CCN(Cc2cn(CC)nc2C)CC1,5,-4,-16%,1%,7,3,1,2.2%,-5%
NC(=O)CSc1oc(-c2ccco2)nc1S(=O)(=O)c1ccc(F)cc1,-4,14,3%,0%,0,2,-13,-6.7%,-3%
Cn1c(SCc2c(F)cccc2Cl)nnc1-c1cccs1,0,2,0%,0%,-7,0,-7,1.0%,9%
CCn1c(/C=N/NC(=O)c2ccc(OC)cc2)nc2ccccc21,-2,8,0%,-7%,-13,2,-18,0.4%,-1%
Cc1nc([N+](=O)[O-])cn1CC(=O)Nc1ccc([N+](=O)[O-])cc1,-6,-9,-17%,0%,2,2,-1,2.4%,0%
O=C(COC(=O)c1cc[n+]([O-])cc1)NC(=O)c1ccc(OC(F)F)cc1,x,0,-10%,-3%,x,x,x,x,-3%
Cc1ccc(NC(=O)C(=O)NCc2ccco2)cc1,-2,-6,-3%,1%,-31*,-3,x,0.0%,0%
CN(c1ccccc1)S(=O)(=O)c1ccc(NC(=O)c2ccccc2)cc1,-8,2,3%,1%,-2,10,7,0.2%,1%
Cc1c(Cc2ccccc2)c(=O)oc2c(C)c(OC(C)C(=O)N[C@@H](Cc3ccccc3)C(=O)O)ccc12 (stereo not given in full),-3,x,0%,2%,6,1,-3,2.0%,-2%
CC1=C(C(=O)Nc2ccc(C)cc2C)C(c2ccc(C)o2)NC(=O)N1 (stereo not given),1,-5,-3%,0%,5,1,3,0.5%,-4%
CN1c2ccccc2-c2nc3ccccc3n2C1c1ccncc1 (stereo not given),-4,4,-8%,4%,24,0,3,0.2%,-3%
COc1ccc(CNC(=O)c2ccc(N3CCCC3)c(NC(=O)NCc3ccc(F)cc3)c2)cc1,0,-8,-1%,7%,3,10,-1,0.1%,0%
Cc1ccsc1/C=N/n1c(-c2cccnc2)n[nH]c1=S,-11,26,-25%,3%,26,1,13,1.7%,-2%
C/C(=N\NC(=O)c1ccccc1)c1ccccc1Br,-4,-7,-16%,-1%,1,0,-8,3.7%,u
OCCNC(=S)NC1CCCCC1,4,-10,x,0%,18,22,x,2.4%,-3%
O=C(CCCNC(=O)/C(=C/c1ccc(Br)cc1)NC(=O)c1ccccc1)OCc1ccccc1,-3,-10,2%,3%,5,1,-2,0.8%,-5%
CC(C)c1ccc(NC(=O)C2CCC(CNS(=O)(=O)c3ccc4c(c3)CCCC(=O)N4)CC2)cc1 (stereo not given),4,x,4%,3%,6,4,2,-0.4%,-5%
c1ccc(CN2CCC(N=C3NN=C(c4ccc5c(c4)OCCO5)CS3)CC2)cc1,-7,-31,u,-3%,-24,0,-24,-0.6%,-5%
Cc1cc(-c2nn(-c3ccccc3F)cc2CN2CCCC(C(N)=O)C2)c(C)s1 (stereo not given),-1,-10,12%,-4%,-5,0,-15,4.4%,-5%
Cc1cccc(NC(=S)N/N=C/c2ccc3c(c2)OCO3)c1,-3,12,-13%,-9%,-10,7,1,0.4%,0%
CC(=O)c1cc(-c2ccccc2)n(CCC(=O)NCc2ccc(C)cc2)c1C,-6,-31,1%,-1%,-15,3,3,1.3%,-3%
O=C(Cc1sc(Nc2ccccc2)nc1-c1ccccc1)NCc1ccccc1,-2,3,-9%,-18%,13,5,11,0.3%,1%
COCCn1c(SCC(=O)Nc2cc(C)cc(C)c2)nc2ccccc2c1=O,-3,4,-8%,0%,3,1,4,0.8%,-5%
COc1cc(NC(=O)NCCc2c(C)nn(C)c2C)cc(OC)c1OC,-1,x,-5%,-2%,11,2,4,-0.2%,-1%
COc1ccc(N(CC(=O)Nc2ccc(C)c(F)c2)S(=O)(=O)c2c(C)noc2C)cc1,-3,-39,-3%,1%,-9,7,-4,0.3%,-3%
O=C(Cc1ncon1)Nc1ccc(F)c(F)c1F,4,x,-11%,2%,15,2,10,-1.4%,-3%
COc1ccc(-c2cn3cccnc3n2)cc1,1,21,4%,0%,8,0,0,25%,-1%
COc1ccc(/C=C2\SC(N)=NC2=O)cc1Cl,-8,7,-4%,-1%,-2,1,10,1.8%,2%
O=C(COc1ccc2c(c1)CCC2)N1CCN(c2ccc(F)cc2)CC1,-7,-29,-5%,-9%,-10,3,5,1.3%,-2%
Cc1cccc(N2CCN(C(=O)CCc3c(C)nc4ncnn4c3C)CC2)c1C,1,x,-3%,0%,5,2,5,-0.2%,-2%
CC(=O)c1ccc(N2CCN(C(=O)CNC(=O)c3ccc(Br)o3)CC2)cc1,x,-1,-7%,0%,x,x,x,x,-2%
C#CCNC(=O)C1=C[C@@H](c2cn(C(C)=O)c3ccccc23)C[C@@H](OCc2ccc(CO)cc2)O1,-2,x,5%,-5%,11,6,2,1.1%,-2%

# Three of the compounds above, with bars between the fields.
Compound | D1 PAM | RXFP1 antagonist | Vif-APOBEC3F blk | Vif-A3G inh | D1 antagonist | D1 agonist | D2 PAM | RXFP1 ag | GRP78 ERSR act
Cc1nc(SCC(=O)Nc2nccs2)c(C#N)c(C)c1C | x | -2 | 1% | 1% | -9 | 11 | 5 | -0.5% | -10%
NC(=O)c1ccc(NC(=O)c2ccccc2S(=O)(=O)c2ccccc2[N+](=O)[O-])cc1 | -7 | -8 | 3% | 1% | -28 | 5 | -4 | -0.8% | -5%
COc1ccc(NC(=O)C2(c3cccs3)CCOCC2)cc1Cl | -3 | x | -21% | 0% | x | 1 | -6 | 3.8% | -3%
